SMARCA2 act: activators of SMARCA2 function. MG213 cells, MMTV-luciferase reporter, dexamethasone, overnight. activation, % at 9.1 µM. 370,000 tested, 1% active; in the data active = activation above about 7.8%;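 also: 0% = vehicle wells and 100% = reference activator wells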
PLCb3 inh: PLC-beta3 (human) inhibition, primary screen; Q01970; Purified PLC-beta3, fluorogenic substrate, fluorescence; inhibition, % at 12.2 µM; 370,000 tested, 0.18% active; AID 720704; in the data active = inhibition above about 11%;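 also: 0% = median of compound wells on plate and 100% = full blocker control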
ssDAF-12 act: S. stercoralis DAF-12 activation, primary screen. AID 652126. HEK293 ssDAF-12/GRIP1 lit1-tk-luc reporter, luminescence; % of 3 µM dafachronic acid response. 370,000 tested, 1% active. activation, % at 6.8 µM;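 active = activation above the mean over all tested compounds plus 3 SD, cut at about 0.9% in these data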;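 also: 0% = DMSO-only wells and 100% = 3 µM delta7-dafachronic acid wells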
Rev-erbA mod: Rev-erb alpha (human) modulation. P20393. Rev-erbα–FITC-DNA binding, fluorescence polarization, 90 min. activity, % at 10 µM. 370,000 tested, 0.79% active. AID 1259318;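 active = activity above about 14%, limit read from the data; passing the limit was not always enough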;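 also: 0% = DMSO wells with 35 nM protein and 100% = DMSO wells with 750 nM protein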
Target sequence (P20393 whole entry, looked up): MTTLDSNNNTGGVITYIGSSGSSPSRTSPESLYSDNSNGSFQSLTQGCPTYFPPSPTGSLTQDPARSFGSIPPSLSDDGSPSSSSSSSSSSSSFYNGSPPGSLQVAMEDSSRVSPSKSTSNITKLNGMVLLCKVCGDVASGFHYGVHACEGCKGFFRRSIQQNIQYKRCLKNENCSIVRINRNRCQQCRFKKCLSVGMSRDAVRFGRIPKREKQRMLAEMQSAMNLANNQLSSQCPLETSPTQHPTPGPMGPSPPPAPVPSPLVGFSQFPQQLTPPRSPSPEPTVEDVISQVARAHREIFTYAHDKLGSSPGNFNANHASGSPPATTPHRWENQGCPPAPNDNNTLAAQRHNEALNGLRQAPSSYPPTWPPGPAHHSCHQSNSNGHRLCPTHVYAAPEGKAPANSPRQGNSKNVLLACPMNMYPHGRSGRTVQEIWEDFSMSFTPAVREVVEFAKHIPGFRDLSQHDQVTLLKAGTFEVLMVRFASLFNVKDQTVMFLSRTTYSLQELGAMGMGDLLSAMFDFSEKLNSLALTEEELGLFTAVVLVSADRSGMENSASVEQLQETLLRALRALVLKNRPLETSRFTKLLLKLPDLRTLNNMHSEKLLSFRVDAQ
PLCg1 inh: inhibitors of human phospholipase C gamma1; inhibition, % at 12.2 µM; purified PLC-gamma1, fluorogenic substrate, fluorescence; P19174; 370,000 tested, 0.84% active; in the data active = inhibition above about 9.5%
hgDAF12 agonist: activates the H. glycines DAF-12 receptor ligand-binding domain. HEK293 GAL4-hgDAF12 UAS-luciferase reporter, agonist luminescence; normalized to butyrate control. activation, % at 6.8 µM. 370,000 tested, 1.8% active. AID 687014;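 active = activation above a cutoff set at the mean of all screened compounds plus 3 SD, cut at about 10% in these data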;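 also: 0% = DMSO wells and 100% = sodium butyrate wells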
ADAM17 inh: inhibitors of human ADAM17. recombinant ADAM17, EDANS/DABCYL FRET peptide cleavage. 370,000 tested, 0.83% active. inhibition, % at 6.95 µM;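 active = inhibition above the mean of compounds lying between control limits plus 3 SD, set per campaign, cut at about 8.5% in these data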;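 also: 0% = DMSO-only wells as the low control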
DAX1 inh-1: inhibitors of human orphan nuclear receptor DAX1 (NR0B1). P51843. HEK293 Gal4-DAX1 luciferase reporter, luminescence. inhibition, % at 6.75 µM. 340,000 tested, 0.99% active. AID 504766;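 active = inhibition above the mean over all tested compounds plus 3 SD, cut at about 4.2% in these data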;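 also: 0% = DAX1-transfected cells with DMSO and 100% = empty-vector control cells with DMSO; inhibition shows as a rise in luminescence from relieved DAX1 repression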
Target sequence (P51843 207-470 limits assumed): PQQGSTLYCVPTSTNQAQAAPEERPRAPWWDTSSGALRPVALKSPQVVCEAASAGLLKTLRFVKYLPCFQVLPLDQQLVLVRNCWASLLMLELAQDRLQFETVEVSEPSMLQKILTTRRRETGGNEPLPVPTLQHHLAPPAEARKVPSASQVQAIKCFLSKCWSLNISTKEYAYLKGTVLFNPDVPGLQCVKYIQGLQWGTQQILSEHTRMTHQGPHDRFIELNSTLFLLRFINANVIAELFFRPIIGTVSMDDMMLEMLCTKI
DAX1 inh-2: blocks DAX1 repression of SF-1 activated StAR promoter; HEK293T StAR-luciferase reporter, SF-1/DAX-1 repression relief; inhibition, % at 6.8 µM; 370,000 tested, 1.1% active; AID 652010;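 active = inhibition above the mean over all tested compounds plus 3 SD, cut at about 3.6% in these data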;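 also: 0% = DAX-1 cells with DMSO and 100% = cells lacking DAX-1 with DMSO; higher inhibition means more luminescence from relief of DAX-1 repression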
hcDAF12 agonist: activators of H. contortus DAF-12 nuclear receptor. 370,000 tested, 1.4% active. HEK293 hcDAF-12 lit1-tk-luc reporter, luminescence; 0% DMSO, 100% Δ7-dafachronic acid. activation, % at 6.8 µM. AID 652067;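 active = activation above the mean of all tested compounds plus 3 SD, cut at about 5.5% in these data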;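 also: 100% = response to 3 µM Δ7-dafachronic acid high control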
MBD2 DNA inh: inhibitors of human MBD2 binding to methylated oligonucleotide; Q9UBB5; TR-FRET; inhibition, % at 4.4 µM; 370,000 tested, 0.31% active; AID 686964; in the data active = inhibition above about 13%
* hit, by the source's call; / = not tested or not shown.

Second line of a record – PLCb3 inh | DAX1 inh-2 | hgDAF12 agonist | ADAM17 inh | SMARCA2 act | ssDAF-12 act | hcDAF12 agonist | DAX1 inh-1 | Rev-erbA mod | PLCg1 inh | MBD2 DNA inh
> NC(=O)CC(NC(=O)Cc1ccc(Br)cc1)c1ccc(NCCN2CCOCC2)c([N+](=O)[O-])c1 (stereo not drawn)
    3 | 0.1 | -0.5 | 0 | 0 | -1.2 | -1.5 | -0.1 | 1 | 0 | -10
> C/C(=N\Nc1ccc(F)cc1)c1ccncc1
    1 | -0.6 | 5.4 | -1 | 3 | -0.3 | -0.4 | -0.7 | 3 | 2 | -2
> CSc1ccccc1NC(=O)COC(=O)CSc1ccc(C)cc1
    -1 | 0.0 | 1.0 | -2 | 3 | -0.9 | 0.3 | 1.2 | 1 | 2 | 3
> CC(C)Cn1c(O)c(N=NC(=O)c2cccc(S(=O)(=O)N3CCCCC3)c2)c2ccccc21
    0 | -0.4 | -0.6 | -1 | 3 | -0.7 | 0.1 | 0.4 | 3 | 0 | 1
> Cc1ccc(S(=O)(=O)N(C)c2ccc(C(=O)NCc3cccnc3)cc2)cc1
    -5 | -0.6 | -2.0 | -5 | -4 | -1.1 | -1.5 | -0.4 | -5 | 2 | -4
> Cc1cccc(NC(=O)c2cccc(S(=O)(=O)N(C)c3ccccc3)c2)n1
    -3 | -0.7 | 0.9 | 0 | -2 | -0.8 | -0.3 | -0.2 | 4 | 2 | 1
> CSc1nc(N)nc(SCC(=O)c2ccc(C)cc2)c1C#N
    -59 | 0.2 | 2.1 | -5 | 3 | -1.6 | -0.3 | -0.4 | 17 | -51 | -3
> CC(Oc1cccc2c1OC(C)(C)C2)C(=O)O (stereo not drawn)
    0 | -0.4 | -1.5 | -3 | -1 | -1.2 | -0.8 | 1.5 | -4 | 6 | 2
> Nc1nc(NCCO)nc(N2CCCCCC2)c1[N+](=O)[O-]
    -1 | 0.6 | 0.4 | 5 | -3 | -1.4 | -2.0 | -0.9 | 2 | 3 | -2
> CCN(CCCNC(=O)CCn1c(=O)[nH]c2ccsc2c1=O)c1ccccc1
    -6 | 0.0 | -4.4 | -3 | -3 | -0.1 | -1.5 | -0.8 | 5 | 0 | 3
> CCCCOc1ccc(N(CC(=O)NCc2ccco2)C(=O)CCC(=O)Nc2nccs2)cc1
    -6 | -0.1 | -0.1 | 1 | 1 | -1.0 | -1.0 | 0.1 | 0 | -3 | 5
> CC(C)C[C@@H](CN(N=O)[C@@H](Cc1ccccc1)CN(C)N=O)N(CCc1ccccc1)N=O
    -4 | -0.4 | 2.7 | -2 | 0 | -0.1 | 1.6 | -0.4 | 6 | -5 | 4
> COc1ccc(C2=NS(=O)(=O)N(C)C(C(=O)N3CCCCC3)=C2)cc1
    -105 | -0.8 | 0.7 | -9 | -3 | -1.2 | -2.3 | 0.8 | 3 | -81 | -1
> COCC(C)NC(=O)NC(=O)c1ccc(Cl)cc1 (stereo not drawn)
    6 | 1.6 | 0.3 | 1 | 1 | 1.1* | 0.0 | -0.4 | 0 | 2 | -1
> CC1(C)CC(=O)C=C(Nc2ccccc2NC(=O)c2cnccn2)C1
    -3 | -0.2 | 2.4 | -6 | -2 | -0.7 | -1.4 | -0.3 | -1 | -3 | -1
> CN1CCN(CCCNC(=O)Cn2nc(-c3ccccc3)ccc2=O)CC1
    4 | 1.3 | 1.9 | -3 | 1 | -1.5 | 8.5* | -0.2 | 1 | 9 | -2
> COc1ccccc1CNC(=O)CCC(=O)N1CCOc2ccc(C)cc21
    1 | 0.0 | -1.9 | 0 | 3 | -1.3 | -0.2 | 0.7 | 3 | -2 | 2
> C=C(C)Cn1c(SCC#N)nc2ccccc2c1=O
    -1 | 0.4 | -2.3 | -4 | 1 | -1.4 | -1.7 | 1.3 | -3 | -3 | 1
> COc1ccc(CCc2nnc(CCC(=O)NCC3CCCO3)o2)cc1 (stereo not drawn)
    -8 | 0.2 | 0.5 | -2 | -2 | -0.7 | 1.0 | 1.1 | -2 | 5 | 3
> Cc1ccc2c(c1)N(CCC(=O)NC1CCCCC1)C(=O)CO2
    -3 | 0.0 | 0.7 | 2 | -1 | -0.9 | -3.2 | 1.2 | -2 | 1 | 1
> CCOC(=O)c1cccc(COC(=O)c2cccc(-c3nnc(-c4ccccc4)o3)c2)c1
    -1 | 2.5 | 6.0 | -4 | 2 | 0.4 | 1.6 | -1.5 | 2 | 0 | -4
> COc1ccc(OC)c(C2=NS(=O)(=O)N(C)C(C(=O)Nc3ccc(C(C)=O)cc3)=C2)c1
    -7 | -0.7 | -0.3 | 3 | 0 | -0.9 | -2.6 | -0.7 | -1 | 0 | -7
> CC(/C=C/c1ccccc1)=N\NC(=O)CNC(=O)c1ccccc1Cl
    -4 | -0.3 | -0.1 | 1 | 0 | -2.2 | 0.0 | 0.6 | -3 | -3 | -3
> Cc1ccc(C(=O)NNC(=O)C2CCN(S(=O)(=O)c3ccc(Cl)cc3)CC2)cc1
    3 | -0.5 | -0.3 | 0 | 3 | -1.7 | -1.4 | -1.6 | 2 | 2 | -2
> CC(=O)c1ccc(NC(=S)N2CCC(O)CC2)cc1
    4 | 0.8 | -1.1 | 3 | -1 | -0.9 | -0.2 | -0.5 | 0 | 4 | 2
> COC(=O)c1ccc(CSc2nnc(CNC(=O)c3cccs3)o2)o1
    1 | -0.5 | 1.4 | -1 | 2 | -1.7 | 0.0 | -1.0 | 0 | 6 | 2
> Cc1ccc(C)c(NNC(=O)C(=O)NNc2cc(C)ccc2C)c1
    -5 | 0.2 | -0.7 | -5 | -2 | -0.5 | -0.3 | / | -3 | -3 | 6
> Oc1cccc(/C=N\Nc2nncc(-c3ccccc3)n2)c1
    -6 | 1.4 | 16* | -1 | 4 | -0.5 | 2.6 | 0.8 | -1 | 2 | 3
> C[C@@H]1CCCCO[C@@H](CN(C)S(=O)(=O)c2cn(C)cn2)[C@@H](C)CN([C@H](C)CO)C(=O)c2cc(NC(=O)Nc3ccc(C(F)(F)F)cc3)ccc2O1
    1 | -0.1 | 4.8 | 6 | 1 | -0.8 | 0.1 | 2.2 | -2 | -2 | 1
> O=C(N[C@@H](CO)C(=O)NCc1ccccc1)c1ccc(C(F)(F)F)cc1
    0 | 0.0 | 2.1 | -3 | 0 | -1.6 | -2.0 | 2.0 | -1 | -2 | 0

Two entries from above in a different format:
| mol | PLCb3 inh | DAX1 inh-2 | hgDAF12 agonist | ADAM17 inh | SMARCA2 act | ssDAF-12 act | hcDAF12 agonist | DAX1 inh-1 | Rev-erbA mod | PLCg1 inh | MBD2 DNA inh |
| --- | --- | --- | --- | --- | --- | --- | --- | --- | --- | --- | --- |
| CN1CCN(CCCNC(=O)Cn2nc(-c3ccccc3)ccc2=O)CC1 | 4 | 1.3 | 1.9 | -3 | 1 | -1.5 | 8.5* | -0.2 | 1 | 9 | -2 |
| COc1ccccc1CNC(=O)CCC(=O)N1CCOc2ccc(C)cc21 | 1 | 0.0 | -1.9 | 0 | 3 | -1.3 | -0.2 | 0.7 | 3 | -2 | 2 |

Copied from the list:
COc1ccccc1CNC(=O)CCC(=O)N1CCOc2ccc(C)cc21 in ssDAF-12 act reads -1.3
Cc1ccc(C)c(NNC(=O)C(=O)NNc2cc(C)ccc2C)c1 in ssDAF-12 act reads -0.5
COC(=O)c1ccc(CSc2nnc(CNC(=O)c3cccs3)o2)o1 in DAX1 inh-2 reads -0.5
CC1(C)CC(=O)C=C(Nc2ccccc2NC(=O)c2cnccn2)C1 in ssDAF-12 act reads -0.7
NC(=O)CC(NC(=O)Cc1ccc(Br)cc1)c1ccc(NCCN2CCOCC2)c([N+](=O)[O-])c1 (stereo not drawn) in DAX1 inh-2 reads 0.1
Nc1nc(NCCO)nc(N2CCCCCC2)c1[N+](=O)[O-] in ssDAF-12 act reads -1.4

Going on with the list.
Second line of a record – PLCb3 inh | DAX1 inh-2 | hgDAF12 agonist | ADAM17 inh | SMARCA2 act | ssDAF-12 act | hcDAF12 agonist | DAX1 inh-1 | Rev-erbA mod | PLCg1 inh | MBD2 DNA inh
> CN1CCN(Cc2c(C(=O)N/N=C/c3cccc(Br)c3)nnn2-c2nonc2N)CC1
    0 | -0.5 | -1.7 | -3 | 2 | -1.4 | -1.9 | 1.2 | -3 | -1 | 3
> Cc1cc(/C=C2\SC(N)=NC2=O)c(C)n1-c1ccccc1
    -20 | 1.3 | 6.1 | -5 | 2 | -0.4 | 3.3 | 0.9 | 1 | -21 | -3
> CCN1CCN(CC(=O)c2cc(OC)c(OC)c(OC)c2)CC1
    -3 | 0.4 | 0.5 | 3 | -3 | -0.9 | -0.7 | 1.3 | 0 | -2 | 3
> O=C(/C=C/Nc1ccccc1)c1ccc(Cl)cc1Cl
    -47 | 3.5 | 15* | 1 | 5 | 1.1* | 8.0* | 4.1 | -3 | -32 | 1
> CNc1oc(-c2ccco2)nc1C#N
    -38 | -0.3 | -1.0 | -76 | 1 | -1.5 | 0.3 | 0.5 | -1 | -28 | 0
> CCc1c(C(=O)N/N=C/c2sccc2C)nnn1-c1nonc1N
    -3 | -0.8 | 1.4 | 1 | 1 | -1.4 | -1.3 | 0.7 | -5 | 2 | 2
> Cc1nc(NC(CC(C)C)C(=O)O)c2nc(C)oc2n1 (stereo not drawn)
    3 | -0.5 | -2.3 | 0 | -3 | -0.9 | -0.1 | 0.1 | 5 | 2 | 3
> CC(=O)c1c(C)c[nH]c1C
    -4 | 0.0 | 2.2 | -2 | 1 | -0.8 | 0.0 | -0.2 | 4 | -3 | 1
> O=C(O)c1ccc(COc2ccccc2Cl)cc1
    2 | 0.5 | 5.6 | -5 | 0 | -1.2 | -1.5 | -0.3 | 2 | -1 | -3
> CN(C)/N=C/c1ccc(OS(=O)(=O)c2ccccc2)cc1
    -1 | 1.9 | 11* | 3 | 1 | -1.1 | 1.6 | 2.5 | 3 | -2 | 0
> Cc1cccc(NC(=O)Nc2ccc(Cl)c(Cl)c2)n1
    -7 | -1.8 | -11 | -3 | -6 | -1.8 | -4.6 | -2.2 | 1 | 0 | -1
> COc1ccc(-n2cc(CNCCCn3ccnc3)c(-c3cccc(F)c3)n2)cc1
    -2 | -0.2 | -1.5 | -4 | 4 | -1.9 | -0.6 | 5.4* | -4 | -3 | -2
> CCSC1=NC(C)(C)C=C(/C=C/c2ccc(Cl)cc2Cl)N1
    -6 | 0.7 | -0.6 | 0 | 0 | -1.3 | -0.9 | 0.2 | 11 | -5 | -2
> CCOc1cc(CNc2ccc3cn[nH]c3c2)ccc1OC
    -153 | -1.2 | 4.3 | -38 | 4 | 0.6 | 4.0 | -0.6 | -1 | -112 | -1
> Cc1cccc(-c2nc(S(=O)(=O)c3ccccc3)c(N3CCOCC3)o2)c1
    -6 | -0.2 | -3.2 | -5 | 1 | -1.4 | -2.5 | 3.6 | 9 | 4 | -7
> Cc1cc(C)c(S(=O)(=O)c2ccccc2Cl)c(=O)[nH]1
    -5 | -0.2 | -0.5 | -4 | -2 | -0.6 | -0.5 | -0.5 | 3 | -1 | -2
> Cc1cc2occ(CC(=O)O)c2cc1C
    -5 | 0.3 | 0.8 | -4 | 1 | 0.2 | -0.5 | 0.2 | 2 | -3 | 2
> Cc1cccc(C(=O)N[C@H](C(=O)Nc2nnc(C3CC3)s2)C(C)C)c1
    2 | -0.4 | -0.4 | 1 | -3 | -0.7 | -1.3 | 1.3 | -5 | 0 | 0

Screening results deposited in PubChem BioAssay by several laboratories.
